# Assay outcomes (PubChem)
# Pf Dd2 inh = Plasmodium falciparum Dd2 growth inhibition. P. falciparum Dd2 growth, SYBR Green, 72 h. Potency, µM (titrated, usually from 28.9 µM), without a hit: at the top dose activity, negative = inhibition, usual class: inhibitors. 120,000 tested, 4.3% active; active = well fitted inhibition curve with a large enough effect; inconclusive = small, poorly fitted or top-dose-only effect; inactive = no such curve, though single readings can be large or run the other way;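 note: plate controls were DMSO vehicle for no effect and reference drug for full effect; nearly all actives have a fitted effect of over 65% in size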
#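 Readout: SYBR Green fluorescence, 485 nm excitation, 535 nm emission, after ~16 h lysis at 37C. Before that, Dd2-infected red cells (2.5% hematocrit) grew 72 h with compound, 29 uM top final concentration.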
# Active calls of the source: *; i = inactive; ? = inconclusive; [ ] = remark or other dose. Potency is the fitted concentration of half-maximal effect. Only part of the results is shown; rates above refer to the full screens.
SMILES,Pf Dd2 inh
c1cc(-c2nc(C3CCOCC3)nn2CC2COCCO2)[nH]n1 (stereo not given),4%
C#CCNC(=O)[C@H]1O[C@H](CCN2CCOCC2)CC[C@@H]1O,13%[44.1 µM]
CC(C)(O)CCc1cccc(C(=O)NCCCc2ccccn2)c1,-16%
Cn1nc(C(=O)NCC23CCC=C2N(CC2CC2)C(=O)CC3)c2ccccc21 (stereo not given),?
Cn1cc(CN2CCc3c([nH]n(CCO)c3=O)C2)c(-c2ccccc2)n1,-9%
O=C(NCCc1ccccc1)C1CCN(C(=O)[C@H]2CCC[C@@H](O)C2)CC1,1%
CCCCN(CC)CCCNC(=O)CCN1N=C(c2ccc(OC)cc2)CCC1=O,i
CC1=C(C(=O)Nc2ccccc2C)C(c2ccncc2)n2nc(SCc3ccccc3Cl)nc2N1 (stereo not given),0%
Cc1ccc(-c2cc(N3CCCN(C(=O)c4cccnc4)CC3)n[nH]2)cc1C,-16%
COCCC1(NS(C)(=O)=O)CCN(C(=O)c2ccc(C#N)cc2)CC1,-6%
CC(=O)N1CC2(CCCN2C(=O)CCC(=O)O)Cc2ccccc21 (stereo not given),18%
COc1ccc(OCC(=O)N2CCN(C(=O)c3ccc(OC)cc3)CC2)cc1,50%
COCCOC1CCN(C(=O)c2cn[nH]c2-c2ccc(F)cc2)CC1,6%
CC1CN(C(=O)N2CCC(C(=O)NCc3cccs3)CC2)c2ccccc2O1 (stereo not given),-19%
Cc1[nH]nc2c1C(c1c(F)cccc1F)C(C#N)=C(N)O2 (stereo not given),-18%

# Among those listed so far, these have sulfur:
SMILES,Pf Dd2 inh
CC1=C(C(=O)Nc2ccccc2C)C(c2ccncc2)n2nc(SCc3ccccc3Cl)nc2N1 (stereo not given),0%
COCCC1(NS(C)(=O)=O)CCN(C(=O)c2ccc(C#N)cc2)CC1,-6%
CC1CN(C(=O)N2CCC(C(=O)NCc3cccs3)CC2)c2ccccc2O1 (stereo not given),-19%

# Ordered by formula weight (smallest number first): 4 of the compounds above
SMILES,Pf Dd2 inh
O=C(NCCc1ccccc1)C1CCN(C(=O)[C@H]2CCC[C@@H](O)C2)CC1,1%
COCCC1(NS(C)(=O)=O)CCN(C(=O)c2ccc(C#N)cc2)CC1,-6%
CC1CN(C(=O)N2CCC(C(=O)NCc3cccs3)CC2)c2ccccc2O1 (stereo not given),-19%
CC1=C(C(=O)Nc2ccccc2C)C(c2ccncc2)n2nc(SCc3ccccc3Cl)nc2N1 (stereo not given),0%

# (next part)
SMILES,Pf Dd2 inh
CCOC(=O)c1ccc(OCC2c3cc(OC)c(OC)cc3CCN2C(=O)Cc2ccc(OC)c(OC)c2)cc1 (stereo not given),8.9µM*
CCOc1ccccc1N1CC(c2nc3ccccc3n2CCCCOc2cc(C)ccc2C)CC1=O (stereo not given),-12%
O=C(NCCc1c[nH]c2ccc(F)cc12)C1CC(=O)N(c2n[nH]c3ccccc23)C1 (stereo not given),i
COc1ccc(C(=O)N2c3ccccc3CC2c2nc(C(C)C)no2)c(OC)c1 (stereo not given),4%[5.79 µM]
O=C(CN1C(=O)NC2(CCCCC2)C1=O)Nc1ccccc1Cl,-22%
COc1ccc(-c2nc3ccccc3o2)cc1NC(=O)COc1cc(C)cc(C)c1,i
Cc1ccccc1CNC(=O)c1ccc2c(c1)N(Cc1ccccc1)CCS2,4%
O=C(Cc1ccc(Cl)cc1)N1CCN(c2cc(-c3cccs3)[nH]n2)CC1,-8%
O=C(Cc1cccc(F)c1)N1CCN(C2CCN(Cc3cccnc3)C2=O)CC1 (stereo not given),?
COCc1cccc(-c2n[nH]c3c2CC(=O)N(CCOc2ccccc2)C3)c1,?
COCCN1Cc2nc(-c3cccc(NC(C)=O)c3)ccc2OCC1=O,14%[44.1 µM]
COc1cccc(CN2CCCn3nc(C)c(-c4cnccc4C)c32)c1,-9%[44.1 µM]
CCC(=O)N1CCC2(CC1)C(OC)CN2c1ccc(C)cc1 (stereo not given),?
O=C1c2cnc(-c3cc(F)cc(F)c3)nc2OCCN1Cc1ccccc1,i
COc1cccc(CNC(=O)Cn2ccn3nc4c(c3c2=O)CCCC4)c1,8%
CCOc1ccc(CC(=O)N2CCN(c3cc(-c4cccs4)[nH]n3)CC2)cc1OCC,?
COc1ccc(-c2noc(CC3CCN(C(=O)Cc4ccc(OC)c(OC)c4)CC3)n2)cc1,11µM*
O=C(N1CCN(c2ncncn2)CC1)N(c1ccccc1)c1ccccc1,-6%
O=C(c1ccccc1F)N1CCC(c2nn(-c3ccccc3)c(=O)[nH]2)CC1,-4%
CC(C)c1cc(C(=O)N2CC[C@H](CO)[C@H](O)C2)cs1,1%
COCCCNC(=O)C(C)(C)Oc1nn(Cc2cccnc2)c2ccc(COC)cc12,12%[44.1 µM]
CN(CC(=O)N1CCc2nc3cc(-c4ccccc4)[nH]n3c(=O)c2C1)S(=O)(=O)c1cccs1,i[5.79 µM]
O=C(NC1CCCCC1)C1CN(C(=O)c2ccc(F)cc2)CC12CCOCC2 (stereo not given),0%
Cc1cc(C)c([S+](=O)([O-])c2nnn3c2nc(NCc2ccncc2)c2ccccc23)c(C)c1,2.2µM*
Fc1ccccc1-c1noc(N2CCCCC2)n1,-14%
Cc1ccccc1-c1[nH]nc2ncc(-c3ccc(F)cc3)nc12,-16%[44.1 µM]
CC1=C(C(=O)NCc2ccc(C)cc2)C2(CCCCC2)OC1=O,69%[activator]
Cc1nc2c(c(N3CCCC(COc4cccc(F)c4)C3)n1)CCNCC2 (stereo not given),?
O=C(c1cn(CCc2ccccc2)nn1)N1CCC(OCc2ccccn2)CC1,-15%
CC(=O)NCC(=O)N1CCCC(C(=O)Nc2cccc(-c3ccc(F)cc3)c2)C1 (stereo not given),-16%

# The list goes on, starting with the last 2 of the part before.
SMILES,Pf Dd2 inh
O=C(c1cn(CCc2ccccc2)nn1)N1CCC(OCc2ccccn2)CC1,-15%
CC(=O)NCC(=O)N1CCCC(C(=O)Nc2cccc(-c3ccc(F)cc3)c2)C1 (stereo not given),-16%
COc1ccc(C2Cn3cnc(C(=O)N4CCC(C(=O)NC5CCCCC5)CC4)c3CO2)cc1 (stereo not given),10%
Cc1nn2c(=O)cc(COC(=O)c3ccccc3NC(=O)C3CCCCC3)nc2s1,72%[activator]
O=C(c1noc(-c2ccc(F)cc2)n1)N1CCN(c2ccccc2)CC1,i
CCc1nc(-c2c3n(c(=O)n(CC(=O)Nc4c(C)cccc4C)c2=O)CCCCC3)no1,i
Cc1cc(NC(=O)N2CCC(CN3CCCCCC3)CC2)ccc1Br,?
COc1cccc(-n2c(=O)c3c(C)c(C)sc3n(Cc3ccccc3C#N)c2=O)c1,i
O=Cc1ccc(-c2ccc(F)cc2)cc1,18%[44.1 µM]
Cc1ccc(CN2CCSc3ccc(C(=O)N4CCN(c5ccc(Cl)cc5)CC4)cc32)cc1,8.9µM*
Cc1ccc(C(=O)Nc2ccc3[nH]c(=O)c(=O)[nH]c3c2)cc1,-15%
CC(C)CCN1CCC2(COc3ccccc3C(=O)N2)C1 (stereo not given),?
CCOC(=O)C1CCN(C(=O)c2c(C)nn(-c3ccc(F)cc3)c2-n2cccc2)CC1,-5%
O=C(Nc1ccc2nc(SCC(=O)N3CCCC3)sc2c1)c1ccccc1F,?
CC(=O)N1CCCC2(C1)CN(C)c1ccc(C(=O)NC3CC3)cc12 (stereo not given),52%[activator][44.1 µM]
CCn1nccc1C(=O)N1CCCC(c2nnc(CN3CCCC3)n2C)C1 (stereo not given),-2%
O=C(c1ccc(Cl)cc1)N1CCC2(CC1)C(=O)NCN2c1ccccc1,-23%
CSc1cccc(NC(=O)Cn2ccn3nc4c(c3c2=O)CCCC4)c1,-5%
COc1ccc(-n2c(=O)c3ccccc3n(Cc3ccccc3C)c2=O)c(OC)c1,?
CCCCC(CC)CNC(=O)CN(C)S(=O)(=O)c1ccc2c(c1)c(=O)n(C)c(=O)n2C (stereo not given),0%
Cc1nn(S(=O)(=O)c2ccc(F)cc2)c(C)c1S(=O)(=O)N1CCCCCC1,24%
O=C(NCCc1ccc(Cl)cc1)C(=O)NCC(c1ccc2c(c1)OCO2)N1CCOCC1 (stereo not given),17%
Cc1nn(C(=O)c2cccc(F)c2)c(C)c1S(=O)(=O)N1CCOCC1,17%
CC(C)N1CC2CCC(C1)N2C(=O)c1ccncc1,2%[44.1 µM]
Cc1ccc(NC(=O)CN2C(=O)C(c3ccc(C)cc3)=NC23CCCCCC3)cc1,?
CCCCCNC(=O)c1c[nH]c2ccc(S(=O)(=O)N3CCC(C)CC3)cc2c1=O,-19%
O=C(Cc1ccc(Oc2ccccc2)cc1)N1CC(COc2ccccc2)C2(C1)CN(C(=O)c1cn[nH]c1)C2 (stereo not given),-3%
COc1cc(CN2CCN(c3noc(C(C)C)n3)CC2CCO)cc(OC)c1 (stereo not given),i
Cc1ccc(CN2C(=O)COC[C@H]2C(=O)Nc2ccc(C)c(F)c2)cc1,1%
COc1ccccc1-c1ccnc(N[C@H]2CO[C@H]3[C@@H]2OC[C@@H]3NS(=O)(=O)c2ccc3ccccc3c2)n1,i
Cn1cncc1C(=O)N1CCC2(CC1)CNC(C(=O)O)C2 (stereo not given),-10%
CCN1C(=O)C2CC3(CCN(Cc4ccc(F)c(F)c4)CC3)CN2C1=O (stereo not given),?
CCOc1ccc(OCC(=O)NCCS(=O)(=O)N2CCN(c3ccccc3F)CC2)cc1,i
COCC1CN(C(C)=O)CC12CCN(S(=O)(=O)c1cccc(OC)c1)CC2 (stereo not given),13%
COc1ccc(-c2cn3nc(SCC(=O)Nc4cc(C)cc(C)c4)ccc3n2)cc1,14%
CC(C)Cc1nc(CN(C)C(=O)c2cccc(CCC(C)(C)O)c2)no1,i
CNC(=O)[C@@H]1CN(Cc2cnn(C)c2)C[C@H]1COC,12%
Cc1ccc(CN(Cc2ccco2)c2cnc(S(C)(=O)=O)nc2C(=O)Nc2ccccc2Br)o1,?
O=C(O)C[C@@H]1CCN(C(=O)C2CCC2)C[C@@H]1CCN1CCN(c2ccc(F)cc2)CC1,-24%[44.1 µM]
CCN(CC)C(=O)N1CCCC(Cc2nncn2C(C)C)C1 (stereo not given),8%
O=C1NCCCN1C1CCN(Cc2cccc(OC(F)(F)F)c2)CC1,i
O=C(NCCn1ccn2nc(-c3ccc(F)cc3)cc2c1=O)c1ccoc1,i
N#Cc1ccc(CN2CCCC3(CC(c4cccnc4)=NO3)C2)cc1 (stereo not given),-7%
COc1ccc(OC)c(-n2c(=O)[nH]c3cc(C(=O)NCCc4ccc(OC)c(OC)c4)ccc3c2=O)c1,16%
COc1ccc(N2C(=O)CSC23C(=O)N(CC(=O)Nc2ccccc2F)c2ccccc23)cc1 (stereo not given),?
Cc1cc2cccc(C(=O)N3CCn4nc(C(O)C5CC5)cc4C3)c2o1 (stereo not given),-4%
COc1ccc(-c2nc3c(c(=O)[nH]2)CCN(C(=O)COc2ccccc2C)C3)cc1,i
CN1CCCCC(CC(=O)NCc2cccc(Cl)c2)C1=O (stereo not given),15%
CN1CCc2c([nH]c3ccccc23)C12CCN(C(=O)c1nccc3ccccc13)CC2,i
COCCC(=O)N1CCCCCNC(=O)[C@@H]2CCCC[C@@H]21,-1%
COc1cccc(Cn2nnc3c(=O)[nH]c(C4CCN(C(=O)c5ccccc5Cl)CC4)nc32)c1,?
CCCCNC(=O)CN1C(=O)c2cccnc2Sc2ccccc21,?
CNC(=O)COc1ccc(NC(=O)c2ccc(-c3nn(C)c(=O)c4ccccc34)cc2)cc1,?
O=c1c(=O)n(-c2ccccc2)ccn1Cc1cccc(C(F)(F)F)c1,22%
CCOc1ccc(C(=O)NCCc2sc(-c3ccc(C)cc3)nc2C)cc1,-8%
Cc1ccc(NC(=O)CC2Nc3cc(C)c(C)cc3NC2=O)c(C)c1 (stereo not given),3.2µM*
O=C(NCc1ccc(Cl)cc1)[C@@H]1Cc2nc[nH]c2CN1Cc1ccc(CO)o1,-19%[44.1 µM]
CC(=O)N1CCC(C2CCN(C(C)=O)C2)CC1 (stereo not given),12%
COc1cccc([S+](=O)([O-])N2CCC3(CC(c4cccnc4)=NO3)C2)c1 (stereo not given),2%
COC(=O)c1ccccc1NC(=O)N1CCCC(Nc2ccc(OC)cc2)C1 (stereo not given),-15%
Cc1ccc(C2c3cc(OCc4nc(C(=O)NC5CC5)co4)ccc3CCN2C(=O)C2CC2)cc1 (stereo not given),?
CCc1ccccc1NS(=O)(=O)c1ccc2[nH]cc(C(=O)N(CC)Cc3ccccc3)c(=O)c2c1,14%

# Next section
SMILES,Pf Dd2 inh
Cc1c(C(=O)N2CCOCC(CO)C2)n(C)c2c(C)cccc12 (stereo not given),-28%
O=C(Cn1cc(SCc2cccc(Cl)c2)c2ccccc21)N1CCOCC1,i
COCC1CN(C(C)=O)CC12CCN(Cc1cccc(OC)c1OC)CC2 (stereo not given),i
COc1ccc(Cl)cc1NC(=O)CSc1nc(=O)n(Cc2ccco2)c2c1CCC2,?
COc1cn(CC(=O)Nc2ccccc2)c(CN2CCCCC2)cc1=O,38%[activator]
Cc1ccc(-n2nc3c(N4CCCC(C(=O)NCc5ccccc5C)C4)nnc(C)c3c2C)cc1 (stereo not given),?

# Among those listed so far, 3 have two or more sulfur atoms.
SMILES,Pf Dd2 inh
CN(CC(=O)N1CCc2nc3cc(-c4ccccc4)[nH]n3c(=O)c2C1)S(=O)(=O)c1cccs1,i[5.79 µM]
O=C(Nc1ccc2nc(SCC(=O)N3CCCC3)sc2c1)c1ccccc1F,?
Cc1nn(S(=O)(=O)c2ccc(F)cc2)c(C)c1S(=O)(=O)N1CCCCCC1,24%
